PI4K2A block – PI4K2A (human) kinase inhibition; Q9BTU6; purified PI4K2A, ADP-Glo luminescence, 1 h; stronger effect = lower value; activity change, negative = inhibition, % at 76.9 µM; actives 0.13% (n = 420,000); AID 1346378; in the data active means activity change below about -50%;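 further: -100% = wells without enzyme as full effect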
Target sequence (Q9BTU6 whole entry, looked up): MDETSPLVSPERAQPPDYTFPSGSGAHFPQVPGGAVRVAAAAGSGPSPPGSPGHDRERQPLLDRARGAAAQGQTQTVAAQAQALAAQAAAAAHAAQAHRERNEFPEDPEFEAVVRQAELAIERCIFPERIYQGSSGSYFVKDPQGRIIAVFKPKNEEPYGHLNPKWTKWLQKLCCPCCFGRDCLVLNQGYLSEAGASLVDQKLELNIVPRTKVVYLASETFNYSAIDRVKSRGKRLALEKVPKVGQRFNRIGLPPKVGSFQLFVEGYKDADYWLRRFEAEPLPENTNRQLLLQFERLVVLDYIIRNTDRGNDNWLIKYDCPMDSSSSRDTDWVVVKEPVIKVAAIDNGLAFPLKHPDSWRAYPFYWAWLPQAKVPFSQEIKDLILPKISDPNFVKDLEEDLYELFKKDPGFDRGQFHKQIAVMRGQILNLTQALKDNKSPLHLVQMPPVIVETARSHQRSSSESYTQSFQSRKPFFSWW
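Compounds are screened against recombinant PI4K2A using PI as substrate and ATP, the latter dispensed at 300 microM. Reactions run one hour at ambient temperature before ADP-Glo detection; full inhibition defined by wells lacking enzyme.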
Active calls of the source: *.

PI4K2A block	Structure
-7.4	COc1ccc(NC(=O)C2(C)Cc3c(-c4ccc5c(c4)OCO5)ccnc3O2)cc1 (stereo unspecified)
-5.6	CCOC(=O)C1=NOC(C(=O)NC2CCCC2)(C(=O)c2ccc(OC)cc2)C1 (stereo unspecified)
-1.6	COCCN1C(=O)COc2ccccc2C1C(=O)NC1CCCC1 (stereo unspecified)
-2.0	CCCNC(=O)C1(C)CCCN(Cc2cccn2C)C1 (stereo unspecified)
-1.3	COc1cccc(NC(=O)n2ccc3ccc(-c4ccc5ccn(C(=O)Nc6cccc(OC)c6)c5c4)cc32)c1
2.2	CC(=O)N1CCCC(C)(C(=O)N(C)Cc2cccc3ccccc23)C1 (stereo unspecified)
0.6	CC1(C(=O)NS(=O)(=O)c2cccc(F)c2)CCN1C(=O)c1ccccc1 (stereo unspecified)
-6.9	CN(C)c1ncnc2c1ncn2[C@H]1CN(Cc2ccc(F)cc2)C[C@@H](CO)O1
1.7	O=C(NC(c1ccccc1)c1cnccn1)C1CCN(CCCOc2ccccc2)CC1 (stereo unspecified)
-2.6	CCC(c1nnnn1-c1ccc2c(c1)OCCO2)N1CCN(CCN2CCOCC2)CC1 (stereo unspecified)
-3.6	CC1CCN(CCCNS(=O)(=O)c2cc3c(cc2Br)CCN3C(=O)C2CC2)CC1
1.7	O=C([C@H]1O[C@@H](n2ccc(=O)[nH]c2=O)[C@H](O)[C@@H]1O)N1CCSC1
-2.8	CN(C)CC(=O)N[C@@H]1C[C@@H]2O[C@@H](CO)CC[C@@H]2O[C@@H]1CCc1ccc(C2=CCCCC2)cc1
-5.9	CC(C)S(=O)(=O)N1CCCC(c2cc(C(=O)NCc3cccnc3)no2)C1 (stereo unspecified)
-16.3	CCOC(=O)C1CCN(C(=O)C(C)(C)NC(=O)Nc2ccc(N(C)C)cc2)CC1
2.0	CCN(CC)C(=O)CSc1nnc(-c2cccs2)o1
4.2	COc1ccc(Cc2c(-c3ccc(OC)c(OC)c3)nc3cc(C)c(Br)c(C)n23)c(C)c1
0.8	O=C(Nc1cccc(C(F)(F)F)c1)c1csc(COCCO)n1
3.9	CN(C)c1ccc(C(=O)NCCc2ccccc2-c2ccccc2CCC(=O)NCc2ccccc2)cc1
0.0	CCCCC(c1nc2ccccc2[nH]1)N(C(=O)c1ccccc1)c1ccccc1[N+](=O)[O-] (stereo unspecified)

3 structures out of the list, arranged by heavy-atom count, lowest first.
PI4K2A block	Structure
1.7	O=C([C@H]1O[C@@H](n2ccc(=O)[nH]c2=O)[C@H](O)[C@@H]1O)N1CCSC1
-5.9	CC(C)S(=O)(=O)N1CCCC(c2cc(C(=O)NCc3cccnc3)no2)C1 (stereo unspecified)
3.9	CN(C)c1ccc(C(=O)NCCc2ccccc2-c2ccccc2CCC(=O)NCc2ccccc2)cc1

The listing picks up with the five entries that preceded the break.
PI4K2A block	Structure
2.0	CCN(CC)C(=O)CSc1nnc(-c2cccs2)o1
4.2	COc1ccc(Cc2c(-c3ccc(OC)c(OC)c3)nc3cc(C)c(Br)c(C)n23)c(C)c1
0.8	O=C(Nc1cccc(C(F)(F)F)c1)c1csc(COCCO)n1
3.9	CN(C)c1ccc(C(=O)NCCc2ccccc2-c2ccccc2CCC(=O)NCc2ccccc2)cc1
0.0	CCCCC(c1nc2ccccc2[nH]1)N(C(=O)c1ccccc1)c1ccccc1[N+](=O)[O-] (stereo unspecified)
0.5	C=CCn1c(COc2ccccc2)nnc1SCC(=O)Nc1ccc(S(=O)(=O)Nc2cc(C)nc(C)n2)cc1
-0.2	O=C(Nc1ccccc1Cl)c1cc(C2CCCCN2S(=O)(=O)c2ccc(F)cc2F)on1 (stereo unspecified)
11.1	CC(NCc1ccco1)C(=O)N1CCCCC1 (stereo unspecified)
0.0	CCc1cc(S(=O)(=O)O)c2cc(C(C)C)cccc1-2
1.6	CC(C)(C)OC(=O)NCc1cc(F)ccc1/C=C/S(=O)(=O)NCCc1ccccc1
-1.0	OC(c1ccc(F)cc1)c1nc(-c2cnc3ccccc3c2)cs1 (stereo unspecified)
-4.3	Fc1ccc(C2=Nn3c(nnc3C3CCCCC3)SC2)cc1
-3.9	COC(=O)[C@]12CCCCC=C1N(Cc1ccc(OC)cc1)C(=O)[C@@H]2CC(=O)NCCCN1CCCC1=O
-0.2	CN[C@@H](CO)C(=O)NC[C@H]1O[C@@H](n2cnc3c(=O)[nH]c(N)nc32)[C@H](O)[C@@H]1O
-4.5	O=C(NC1CCCCC1)C(c1ccnc2ccccc12)n1c(=O)c(-c2ccccc2)nc2ccccc21 (stereo unspecified)
2.7	CN(Cc1ccccc1)C(=O)c1ccc2sc([C@@H]3O[C@H](CO)[C@H](O)[C@H](O)[C@H]3O)nc2c1
-1.7	O=C1N(c2ccccc2)CC2CC(c3ccccc3)N3CCCC123 (stereo unspecified)
3.3	CCOC(=O)C1CCCN(C(=O)c2ccc(-c3ccccc3)cc2)CC1 (stereo unspecified)
-1.6	COc1c(C)cc(C(O)c2ncc(-c3ccccc3C(F)(F)F)[nH]2)cc1C (stereo unspecified)
-2.3	Cc1cc2c(cc1C)-n1nnnc1C(N(C)CCc1ccccc1)C(=O)N2 (stereo unspecified)
-2.8	O=C(C1CCCN1S(=O)(=O)c1cccs1)N1CCc2ccccc2C1 (stereo unspecified)
9.8	CC(C)C[C@@H](CN1CCC[C@H]1CN1C(=O)C(=O)NC[C@@H]1Cc1ccccc1)N1C[C@H](Cc2ccccc2)N(CC2CCCCC2)C(=O)C1=O
-3.7	COc1ccc(C(O)c2ncc(-c3ccc4ccccc4c3)[nH]2)cc1F (stereo unspecified)
-16.0	Cc1ccc(Cn2cc(CN3CC(N4CCN(CCN(C)C)CC4)CS3(=O)=O)nn2)cc1 (stereo unspecified)
-2.5	CN1CCN(c2ncnc3c2ncn3[C@H]2CN(Cc3ccc(C(=O)O)cc3)C[C@@H](CO)O2)CC1
0.1	c1ccc2c(c1)CCc1ccccc1N2
-3.0	CC(C)(C)C1CCSC2=NCCC[C@]2(c2ccccc2)C1 (stereo partly specified)
-6.6	O=C(OCCN1CCN(C2CN(Cc3cn(Cc4ccccc4F)nn3)S(=O)(=O)C2)CC1)c1cc2ccccc2o1 (stereo unspecified)
0.4	COC(=O)[C@@]12C[C@@H](CC(=O)NCc3cccs3)C(=O)N(CCc3ccc(OC)c(OC)c3)C1=CCC(C)(C)C2
-2.8	CC(O)(c1cccnc1)c1nc(-c2cccc(C#N)c2)cs1 (stereo unspecified)
-0.8	CCOC(=O)[C@]12CCCC=C1N(Cc1ccc(OC)cc1)C(=O)[C@@H]2CC(=O)N1CCOCC1
-2.7	CC(C(=O)NC1CCCC1)n1c(C2CCCC2)nc2ccccc21 (stereo unspecified)
2.0	CCNC(=O)C1(C)CCCN(Cc2ccc(-n3ccnc3)cc2)C1 (stereo unspecified)
-1.3	CC(=O)Nc1cccc(-c2ccnc3c2CC(C(=O)NCc2ccco2)O3)c1 (stereo unspecified)
0.6	N#CCC[C@H]1CC[C@]2(CCCN(Cc3cccc4ccccc34)C2)O1
0.6	Nc1[nH]c(C(=O)c2ccccc2)c(-c2ccc(Br)cc2)c1C(=O)NCCc1c[nH]c2ccccc12
-1.4	O=C(O)CCN1C(=O)/C(=C/c2ccc(F)cc2F)SC1=S
-1.2	CCCCN1CCCC1C(=O)Nc1c(C)cc(C)cc1C (stereo unspecified)
-2.7	COC(=O)[C@]12C[C@H](CC(=O)N3CCN(C(=O)c4ccco4)CC3)C(=O)N(Cc3cccc4ccccc34)C1=C[C@H](C1CCCC1)O[C@@H]2C
-2.6	CCOC(=O)C1=C(C)N=c2sc(=Cc3cc(Cl)c(OCC(=O)O)c(OC)c3)c(=O)n2C1c1ccccc1Cl (stereo unspecified)
-2.6	COC(=O)[C@H]1C[C@@]2(CC=C(C)C)c3ccccc3N(C(=O)OC(C)(C)C)[C@H]2N1C(=O)OC(C)(C)C
-1.5	C=CCCC(=O)N1C[C@H]2CON(C)[C@H]2C[C@H]1c1ccc(N2CCCCC2)cc1
-11.1	Clc1ccc([C@H]2OC[C@@]3(CNCc4ccccn4)CS[C@H](c4ccc(Cl)cc4)N23)cc1
0.5	CC1(c2nnnn2Cc2ccccc2)CCC(=O)N1c1ccc(N2CCOCC2)cc1 (stereo unspecified)
7.0	COc1ccc(-c2noc(C3CCCN(C(=O)N[C@@H]4C[C@H]4c4ccccc4)C3)n2)cc1 (stereo partly specified)
1.9	CCCCc1c(-c2ccc(Br)cc2)ncn1CCc1ccccc1OC
0.9	COc1cccc(S(=O)(=O)Nc2ccc3c(c2)[C@@H]2C[C@@H](CC(=O)NCc4ccc(Cl)cc4)O[C@@H](CO)[C@@H]2O3)c1
-2.4	Oc1ccc(C[C@H]2CNC(=S)N2C[C@H]2CCCN2C[C@H](Cc2ccccc2)N2C[C@H](Cc3ccccc3)N(CC3CCCCC3)C2=S)cc1
-1.0	COc1ccc(OCCNC(=O)C2(C)CCN2Cc2ccc3ccccc3c2)cc1 (stereo unspecified)
0.7	COc1cccc(CNC(=S)Nc2ccc3c(c2)c(=O)n(C)n3C)c1
-11.5	COc1ccc(-c2nc3ccc(C)cn3c2Cc2cccc(F)c2)cc1OC
3.9	CCCN(C)C1CN(Cc2cn(Cc3ccc(C)cc3)nn2)S(=O)(=O)C1 (stereo unspecified)
1.0	C=CCN1C(=O)[C@@H](CC(=O)NCC2CCCCC2)[C@]2(C(=O)OC)CCCCC=C12
0.0	CC1Sc2ccc(C#N)cc2N(Cc2cccc(C(F)(F)F)c2)C1=O (stereo unspecified)
-6.7	Cc1ccccc1C(=O)N(Cc1ccccn1)CC1CCCO1 (stereo unspecified)
3.7	CC(=O)Nc1cccc(Oc2nc(NCC3CC3)nc3ccsc23)c1
6.9	O=C1O[C@@H](c2ccccc2)C[C@@H](O)C(=O)CCCc2ccccc21
-8.3	Cc1ccc(-n2[nH]c(C)c(N=Nc3cccc(-c4cccc(C(=O)O)c4)c3O)c2=O)cc1C
-1.9	CN1CCN(C(=O)c2ccc(-c3cnn(C)c3)c3ccoc23)CC1
-7.0	O=C(C[C@@H]1C=C[C@@H](NC(=O)c2cccnc2)[C@@H](CO)O1)NCc1ccncn1
0.8	O=C(NCCO)c1cccc(-c2cccc3nncn23)c1
-0.4	CCOC(=O)C1(C)CCN1C(=O)c1ccccc1C (stereo unspecified)
-10.5	c1ccc(-c2nc3ccccc3n2C(c2ccccc2)c2nc3ccccc3[nH]2)cc1 (stereo unspecified)
-0.7	COc1ccc(C(C)(NC(C)=O)c2nc(-c3ccc(F)c(Cl)c3)cs2)cc1 (stereo unspecified)
-1.3	O=C(NCCc1nc2ccccc2n1CCOc1ccc2cccnc2c1)C1CCCCC1

Remaining list, next part.
PI4K2A block	Structure
-5.0	COc1ccc(C(C(=O)Nc2ccc(F)cc2)N2CCN(CC(=O)N3CCCC3)CC2)cc1 (stereo unspecified)
-2.6	O=C(NCc1ccccc1)C(C1CC1)n1c(=O)c(-c2ccco2)nc2ccccc21 (stereo unspecified)
-2.0	CC1(C(=O)NCc2ccc3c(c2)OCO3)CCN1C(=O)Cc1ccc(Cl)cc1Cl (stereo unspecified)
-2.7	COC(=O)[C@]12C[C@H](CC(=O)NCCCN3CCCC3=O)C(=O)N(Cc3cccc4ccccc34)C1=C[C@H](COCc1ccccc1)O[C@@H]2C
0.8	S=C(Nc1ccccc1)OCCN1CCCC12CCC(c1ccccc1)CC2 (stereo unspecified)
2.8	COc1ccc(C(C(=O)N(C)C2CCCC2)N(Cc2ccc(F)cc2)C(=O)c2cc(C)[nH]n2)cc1OC (stereo unspecified)
-3.9	Cc1ccccc1-c1cc2nc(NCc3ccccc3)n(C)c(=O)c2s1
-1.3	O=C(OCc1cn(Cc2ccc(F)cc2F)nn1)N1CCCC1
-2.5	O=C(NC1CCCCC1)C(c1ccc(C(F)(F)F)cc1)n1c(=O)c(-c2ccccc2)nc2ccccc21 (stereo unspecified)
-7.1	CC(C)C[C@H]1CNC(=O)C(=O)N1CC1CCN(CCC(C)c2ccccc2)CC1 (stereo partly specified)
-4.5	CN(C)c1ccc(/C=N\NC(=O)c2cccc(S(=O)(=O)N(C)C)c2)cc1
0.5	Cc1ccc(N2CCN(C(C(=O)Nc3c(C)cccc3C)c3cccc(F)c3)CC2)cc1 (stereo unspecified)
-1.9	CCCC(=O)N1CCC1(C)C(=O)NS(=O)(=O)c1ccc(F)cc1F (stereo unspecified)
-8.4	COc1ccc(S[C@]2(C(=O)N3CCN(c4ncccn4)CC3)CC(=O)N(C(=O)/C=C/c3ccccc3)[C@@H]2c2ccc(OC)cc2)cc1
-1.0	Cc1cccc(S(=O)(=O)NC(=O)C2(C)CCN2C(=O)c2sccc2C)c1 (stereo unspecified)
-2.4	O=C(c1ccc(Cl)c(Cl)c1)N1CCC(Oc2cccnc2)CC1
2.5	NC(=O)C1CCN(c2nc(-c3ccc(Oc4ccccc4)cc3)cs2)CC1
-4.9	COc1ccc(-c2nnc(SCc3cccc(F)c3)n2-c2ccccc2)cc1
-2.0	CC1(C(=O)Nc2cccc3ncccc23)CCN1C(=O)CCc1ccccc1 (stereo unspecified)
5.4	C#CCn1c2ccccc2c(=O)n1C(C)CBr (stereo unspecified)
2.8	COc1ccc(CN2CCC2(C)C(=O)Nc2ccc(OC)c(OC)c2)cc1 (stereo unspecified)

These rows are one share of the data, so the mix of outcomes need not match the whole.
